Compound activity deposited in PubChem BioAssay by Fisher Drug Discovery Resource Center.
NPYLR7 ag = mosquito NPYLR7 agonism; 270,000 compounds, 0.15% hits; activation, % at 10 µM; HEK293T NPYLR7/Galpha15, GCaMP6s calcium fluorescence; AID 1259423; in the data active = activation above about 40%;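 also: 0% = vehicle and 100% = reference agonist at the receptor; some compounds past the cut are filed as inactive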
hcGAS lum = human cGAS inhibition; recombinant h-cGAS, ATP depletion, Kinase-Glo luminescence; inhibition, % at 12.5 µM; 290,000 compounds, 0.081% hits;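 also: 0% = vehicle reaction and 100% = reaction without DNA for no activity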
Target sequence (Q8N884 whole entry, looked up): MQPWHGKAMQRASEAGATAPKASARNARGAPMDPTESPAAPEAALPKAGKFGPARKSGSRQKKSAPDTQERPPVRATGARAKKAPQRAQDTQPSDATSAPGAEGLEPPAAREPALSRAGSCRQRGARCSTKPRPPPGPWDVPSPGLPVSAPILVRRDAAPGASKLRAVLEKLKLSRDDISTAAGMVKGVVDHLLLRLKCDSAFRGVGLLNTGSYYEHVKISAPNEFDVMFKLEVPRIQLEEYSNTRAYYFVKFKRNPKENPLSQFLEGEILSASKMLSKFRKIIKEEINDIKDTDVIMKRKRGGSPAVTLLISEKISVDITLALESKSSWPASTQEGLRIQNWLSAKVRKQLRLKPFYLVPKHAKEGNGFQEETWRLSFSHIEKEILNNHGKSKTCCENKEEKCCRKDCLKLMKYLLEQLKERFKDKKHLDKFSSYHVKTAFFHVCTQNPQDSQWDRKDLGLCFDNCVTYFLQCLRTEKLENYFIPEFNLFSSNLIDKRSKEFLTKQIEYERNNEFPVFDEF
mcGAS inh = mouse cGAS inhibition by luminescence | recombinant cGAS, Kinase-Glo ATP depletion luminescence | inhibition, % at 12.5 µM | 160,000 compounds, 0.15% hits;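 also: 0% = negative control wells and 100% = reference inhibitor with no enzyme activity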
* = called active by the depositor; . = no result given; & = joins results of further samples. Rule as the data show it, unless noted: active = inhibition above about 40%; inactive = the rest. Rows were taken by chance; any-hit rate near 0.29%.

nr	SMILES	NPYLR7 ag	hcGAS lum	mcGAS inh
1	CN1CCN(C(=O)c2cc(N)cc3[nH]ncc23)CC1	27	-6	.
2	CCC1(C(=O)Nc2cccc(F)c2F)CCC1	3	3	.
3	COCCN1C[C@H]2COc3ccc(C)cc3[C@H]2N(C(=O)Cc2ccccc2)CCC1=O	1	-6	-7
4	Cc1cccc(NC(=O)c2ccc(=O)n(Cc3ccccc3Cl)c2)n1	12	-13	.
5	CCCNC(=O)N(CCN(C)C)Cc1nccn1Cc1cccc(C(F)(F)F)c1	7	4	-5
6	COc1ccc(NC(=O)C2(C)CCCN2C(=O)C(C)C)cc1OC (stereo unspecified)	5	-15	-9
7	N#Cc1c(NC(=O)Cc2c(F)cccc2Cl)sc2c1CCC2	2	-10	-4
8	CCC1(N2CCN(C(=O)CCn3nc(C)cc3C)CC2)CCN(C(=O)NC)C1 (stereo unspecified)	.	-14	-6
9	CC(C)Nc1ncccc1C(=O)NC[C@@H]1CCCO1	0	0	0
10	CC(C(=O)Nc1ccc(Cl)cc1)N1CCCC1c1cccs1 (stereo unspecified)	-8	-12	.
11	COc1ccccc1C(=O)N1CCC(C(NC(=O)c2ccc(F)cc2)C(=O)NC2CC2)CC1 (stereo unspecified)	9	-3	-6
12	C=Cc1ccc(CN2C(=O)C(C)Sc3ccc(S(C)(=O)=O)cc32)cc1 (stereo unspecified)	5	-5	.
13	COCCN(Cc1cccs1)Cc1coc2ccc(C)cc2c1=O	-3	-1	-7
14	Cc1nc(N2CC[C@H](O)[C@@H](O)C2)c2cnn(C)c2n1	9	-4	-11
15	COC[C@H]1CCCN1Cc1ccc(C(=O)Nc2cnn(C)c2)cc1	4	-2	-18
16	COCc1cc(N2CCN(c3ccccc3Cl)CC2)nc(SCc2ccc(C(=O)NCCN3CCOCC3)o2)n1	9	3	1
17	CC(Sc1nc(-c2ccccc2)cc(=O)[nH]1)c1ccccc1 (stereo unspecified)	1	-5	-11
18	CCCc1ncc(C(=O)OC2CCCC2OC)s1 (stereo unspecified)	-3	0	.
19	O=C(NCc1ccc2c(c1)CCCO2)c1ccc(CSc2ncn[nH]2)o1	8	-6	-15
20	O=C1N=c2ccc(Br)cc2=C1c1sc(=O)[nH]c1O	1	0	26
21	O=C(NC(c1ccc2c(c1)OCO2)c1ccccn1)C1CCN(Cc2cccc(Cl)c2)CC1 (stereo unspecified)	11	-4	-1
22	CCc1nnc2c3c4c(sc3nc(CC)n12)CCCC4	3	-9	-6
23	COc1ccc(OC)c(C2CCN(c3ncnc4[nH]ccc34)C2)c1 (stereo unspecified)	13	-2	.
24	CN(C)C(=O)N1CCN(C(=O)N(C)C)CC1	0	8	.
25	O=C(O)C(Sc1cnc2ccccc2n1)c1ccccc1 (stereo unspecified)	2	-5	-5
26	Cc1[nH]c(C(=O)O)c(C)c1C(=O)C(C)C	3	-5	-11
27	Cc1onc(-c2c(Cl)cccc2Cl)c1CN1CCOC(C(F)(F)F)C1 (stereo unspecified)	3	-4	.
28	CCOc1ccc(C(=O)Nc2cccc(-c3cc4ccccc4oc3=O)c2)cc1[N+](=O)[O-]	-8	2	1
29	CC1(C)C2CCC1(C)C(Oc1ccc([N+](=O)[O-])cc1F)C2 (stereo unspecified)	-6	-7	.
30	C=CCn1c(-c2ccncc2)n[nH]c1=S	-7	-6	.
31	Cc1ccsc1CN(Cc1ccc2c(c1)OCO2)C(=O)CN(C(=O)c1ccco1)C1CCCCC1	-8	4	0
32	COc1ccc(N(C(C)=O)S(=O)(=O)c2cccs2)cc1	3	-5	.
33	O=C1c2oc3ccc(F)cc3c(=O)c2C(c2ccccc2F)N1c1ccccn1 (stereo unspecified)	4	-2	.
34	O=C(NCc1cccnc1)c1cc2scc(Br)c2n1Cc1cccc([N+](=O)[O-])c1	7	2	.
35	CC(C)(C)C(=O)CN1CCC(C(=O)NC(c2ccc(-c3ccccc3)cc2)c2cnccn2)CC1 (stereo unspecified)	-1	-1	-1
36	Cc1ccc(Cc2nc(N3CCCN(C(=O)C(Cl)c4ccccc4)CC3)c3cnn(-c4ccccc4)c3n2)cc1 (stereo unspecified)	.	-6	-6
37	CSc1nnc(CC2CCN(Cc3cccc4nsnc34)CC2)n1C	1	-5	.
38	Cc1ccc(-c2cccc(C(=O)N(C)Cc3nncn3C(C)C)c2)o1	20	-3	-16
39	CCSc1ccc(C(C)NC(=O)NC(C)Cn2cncn2)cc1 (stereo unspecified)	1	-10	.
40	COC(=O)c1cc(CN2C[C@H](N(C)C)C[C@H]2C(=O)OC)ccc1O	4	-5	-13
41	CC1CCC2(CC1)NC(=O)N(NC(=O)CN1CCN(Cc3ccsc3)CC1)C2=O (stereo unspecified)	6	-6	.
42	O=C1CCCCCN1CCC(=O)N1CCOC(CCCc2ccccc2)C1 (stereo unspecified)	16	-6	.
43	Cc1cc(NC(=O)c2cccc(C(F)(F)F)c2)n(-c2nc3c(c(=O)[nH]2)CCC3)n1	9	-5	-8
44	Nc1nccnc1C(=O)NNc1ccccc1C(F)(F)F	8	-4	-7
45	CCn1c(=O)c(C(=O)Nc2cc(Cl)ccc2OC)c(O)c2ccccc21	-8	-3	-4
46	COc1ccc(-n2c(CCC(=O)NCc3ncccc3C)cc3c2-c2ccccc2CC3)cc1	1	-5	-9
47	COCCCN(Cc1cccn1Cc1ccccc1Cl)C(=O)Nc1ccc(C)c(C)c1	10	-7	-6
48	CCCN(CC(=O)Nc1cc(C(C)(C)C)nn1-c1cccc(C)c1)C(=O)Nc1ccc(Br)cc1	12	0	-4
49	COc1cccc(NC(=O)NNc2nc3c(-c4ccccc4)nnn3c3ccccc23)c1	-6	-2	-6
50	CCCOc1ccc(N2C(=O)CC(N3CCSCC3)C2=O)cc1 (stereo unspecified)	-5	-10	-7
51	CCC(C)N(CC(=O)N1CCc2sccc2C1c1ccc(F)cc1)C(=O)c1ccc(C(F)(F)F)cc1 (stereo unspecified)	-13	16	1
52	CN1CCCN(C(=O)c2cccnc2N2CCCC2c2ccccc2)CC1 (stereo unspecified)	9	1	.
53	N#Cc1cccc(NC(=O)c2cc(Cl)c3c(c2)OCCCO3)c1	1	-10	.
54	CCOC(=O)c1cc(-c2cccc(NC(=O)c3ccc(Cl)nc3)c2)n(-c2ccccc2OC)n1	30	-6	-7
55	CC(C)c1cc(C(C)C)n(C2CCN(C(=O)CC3C=CCC3)CC2)n1 (stereo unspecified)	26	-3	-7
56	CC(C)(C)c1cc2nc(-c3ccc(F)cc3)cc(C(=O)NCc3cccc(C(F)(F)F)c3)n2n1	3	-7	-10
57	Cc1cccc(C)c1OCCCn1c(C2CC(=O)N(C(C)(C)C)C2)nc2ccccc21 (stereo unspecified)	5	-10	-5
58	O=C1CC2(CCN(C(=O)C(=O)Nc3ccccc3Cl)CC2)CN1	0	-4	.
59	CN1CCN(n2c3c(c(SCC(=O)Nc4ccc5c(c4)OCO5)nc2=O)CCC3)CC1	-3	-3	1
60	Cc1cccc(C2=NN(C(=O)CN3CCC4(CC3)OCCO4)C(c3ccc(Cl)cc3)C2)c1 (stereo unspecified)	1	-4	-4

Next section:
Below each compound – NPYLR7 ag	hcGAS lum	mcGAS inh
#61 CCn1ccnc1Cc1nc2ccc(C)cc2c(=O)[nH]1
    -22	-1	.
#62 COC(=O)C(C)CC(=O)NCC(C)Oc1ccc(F)cc1 (stereo unspecified)
    10	-9	.
#63 CCCNC(=O)N(Cc1nccn1Cc1ccc(F)c(F)c1)CC1CC1
    15	-3	-4
#64 Cc1[nH]c(=O)ccc1C(=O)NCC(C)(C)c1cccc(F)c1
    -20	-6	.
#65 O=C(Nc1c(C(=O)Nc2ccc([N+](=O)[O-])cc2)oc2ccccc12)c1ccco1
    5	4	1
#66 CCC(CC)C(=O)Nc1cccc(-c2cccc(-c3ccccc3OC)n2)c1
    26	-8	-5
#67 Cc1c(C(=O)NCCC2=CCCCC2)cnc2c(-c3cccc(Cl)c3)cnn12
    12	0	-5
#68 O=C(Nc1ccc(SCCCC(=O)N2CCN(c3ccccc3F)CC2)nn1)C1CC1
    -2	-7	-8
#69 O=C(Cn1c2ccccc2c2ncn(Cc3ccccc3)c(=O)c21)Nc1ccc(F)cc1
    15	-5	-9
#70 CCOc1ccc(C2CC(c3cccc(C)c3)=NN2C(=O)CN2CCc3ccccc3C2)cc1 (stereo unspecified)
    -1	-2	-5
#71 Cc1ccc2nc(CN(C)C(=O)c3cc(CC(C)C)on3)[nH]c2c1
    -8	-2	.
#72 CC(C)CN(CC(=O)N(Cc1cccn1Cc1ccccc1)C1CCCCC1)S(=O)(=O)c1cccc2ccccc12
    20	-11	-6
#73 COc1ccc(CN2CCNC(=O)C2CC(=O)NCCn2nc(C)cc2C)c(F)c1 (stereo unspecified)
    0	1	.
#74 CSc1ccc(C(NC(=O)c2cc(F)ccc2C(F)(F)F)c2cccc(Cl)c2Cl)cc1 (stereo unspecified)
    -5	1	0
#75 Cc1cccc(-c2cc(C(=O)N3CCCC3)ccn2)c1C
    4	2	-2
#76 Cc1cc(NCCN(C)C)n2nc(C(F)(F)F)c(-c3ccccc3Cl)c2n1
    1	-1	-7
#77 S=c1cc(-c2nc3ccccc3s2)c2ccccc2[nH]1
    4	-7	-9
#78 COC(=O)c1ccc(COC(CN2CCN(C(=O)Nc3ccc(CC#N)cc3)CC2)c2ccc(Cl)cc2)cc1 (stereo unspecified)
    .	-7	-8
#79 O=C(CN1CCOC1=O)N(CC1CCN(C2Cc3ccccc3C2)CC1)CC1CCCO1 (stereo unspecified)
    8	-9	.
#80 CC(=O)NNc1nc(-c2cc(C)n(-c3ccc(C)cc3)c2C)cs1
    -2	-15	.

6 records picked at random from the list so far:
Below each compound – NPYLR7 ag	hcGAS lum	mcGAS inh
#64 Cc1[nH]c(=O)ccc1C(=O)NCC(C)(C)c1cccc(F)c1
    -20	-6	.
#62 COC(=O)C(C)CC(=O)NCC(C)Oc1ccc(F)cc1 (stereo unspecified)
    10	-9	.
#63 CCCNC(=O)N(Cc1nccn1Cc1ccc(F)c(F)c1)CC1CC1
    15	-3	-4
#79 O=C(CN1CCOC1=O)N(CC1CCN(C2Cc3ccccc3C2)CC1)CC1CCCO1 (stereo unspecified)
    8	-9	.
#75 Cc1cccc(-c2cc(C(=O)N3CCCC3)ccn2)c1C
    4	2	-2
#66 CCC(CC)C(=O)Nc1cccc(-c2cccc(-c3ccccc3OC)n2)c1
    26	-8	-5

The list goes on.
Below each compound – NPYLR7 ag	hcGAS lum	mcGAS inh
#81 COc1cc(NC(=O)N2CCN(c3nc(-c4ccc(C)cc4)nc(C)c3Cc3ccccc3)CC2)cc(OC)c1
    -6	-10	-6
#82 CCC(=O)N1CCC2(CCC(=O)N(CCOC)CC2)CC1
    .	-12	-7
#83 COCCN(Cc1c(-c2ccccc2)noc1N1CCOCC1)C(=O)c1ccc(Cl)cc1
    -3	-5	-5
#84 CC(=O)Nc1ccc(/C=C2\C(=O)c3c(O)ccc(Cl)c3C2C)cc1 (stereo unspecified)
    16	-4	.
#85 CCCN(CC(F)(F)F)C(=O)C1CCCNC1 (stereo unspecified)
    -4	5	.
#86 COc1cccc(OC)c1OCc1nc(CN(C(=O)c2ccc(F)cc2)C2CC2)cs1
    -10	-5	-10
#87 NC(=O)c1c(SCCN2CCOCC2)sc2c(O)cc(=O)[nH]c12
    0	-3	-4
#88 Cc1ccc2c(c1)-c1c(s[s+]c1SCC(=O)c1ccccc1)C(C)(C)N2
    -3	6	1
#89 CCC(C)N(Cc1nc(C(=O)NC2CC2)co1)Cc1cc(OC)ccc1OC (stereo unspecified)
    15	0	-5
#90 CCN(Cc1cccc2nonc12)CC1CCCN(CCc2cccc(OC)c2)C1 (stereo unspecified)
    2	-8	.
#91 Fc1cccc(F)c1CNc1c2c(nc3ncnn13)CCC2
    4	5	3
#92 CC(=O)c1sc(=Nc2ccc(C)cc2)n(CCO)c1C
    -6	3	0
#93 COCCNC(=O)C(NC(=O)C1CCCC1)C1CCN(C(=O)c2ccccc2C)CC1 (stereo unspecified)
    -5	2	.
#94 COC[C@@H]1CC(F)(F)CN1C1CCN(C(=O)Cc2cc(C)no2)CC1
    .	-7	-4
#95 COc1ccccc1C(CC(=O)N1CCN(C(c2ccccc2)c2ccccc2)CC1)c1cn(C)c2ccccc12 (stereo unspecified)
    -6	-8	-7
#96 Cc1cncc(C(=O)NC2CCN(C(=O)CCc3ccccc3)C2)c1 (stereo unspecified)
    0&15	-7&-11	-8
#97 Cc1cc(N2CCN(C)CC2)ccc1NC(=O)C(=O)NC(C)C(C)C (stereo unspecified)
    -13	4	.
#98 COc1ccc(C(=O)NCC(=O)N2CCCC(C(=O)N(C)C)C2)cc1OC (stereo unspecified)
    16	-9	.
#99 COc1cc(NC(=O)CSc2nc(=O)n(CCO)c3c2CCC3)cc(OC)c1
    -9	-5	-6

Compound profiles, as listed above. Order of screens: NPYLR7 ag	hcGAS lum	mcGAS inh
`NC(=O)c1c(SCCN2CCOCC2)sc2c(O)cc(=O)[nH]c12` across the screens: 0	-3	-4
`CCN(Cc1cccc2nonc12)CC1CCCN(CCc2cccc(OC)c2)C1` (stereo unspecified) across the screens: 2	-8	.
`COc1cc(NC(=O)N2CCN(c3nc(-c4ccc(C)cc4)nc(C)c3Cc3ccccc3)CC2)cc(OC)c1` across the screens: -6	-10	-6
